Source: PubChem
PG9 Ab binder: binders of HIV-1 gp120 antibody PG9, primary screen, biochemical, TR-FRET. HIV-1 gp120 / PG9 antibody interaction. TR-FRET gp120-PG9 antibody binding. inhibition, % at 6.7 µM. hit rate 0.43% among 360,000. AID 624416, 2012; in the data active = inhibition above about 8.5%
HTRA1 inh: HTRA1 serine protease inhibitors, primary screen, biochemical, fluorescence polarization, HTS; recombinant HTRA1, FP-rhodamine activity-based probe; Q92743; inhibition, % at 5.96 µM; hit rate 0.5% among 340,000; in the data active = inhibition above about 36%;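 also: 0% = enzyme with DMSO and 100% = wells lacking enzyme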
rCAG RNA binder: binders of r(CAG) RNA repeats, primary screen, biochemical, fluorescence. r(CAG) RNA repeat, TO-PRO-1 dye displacement fluorescence. inhibition, % at 3 µM. hit rate 1.3% among 370,000. AID 651821, 2012;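 active = inhibition above the plate cutoff, the mean of all test compounds on that plate plus 3 SD, cut at about 35% in these data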;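 also: 0% = DMSO alone and 100% = 100 µM mitoxantrone as full dye displacement; higher means more dye released from RNA so lower well fluorescence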
ARFGAP1 inhibitor: inhibitors of rat ARFGAP1 GAP activity, primary screen, biochemical, fluorescence polarization, GDP tracer. Arfgap1-stimulated ARF1 GTP hydrolysis, GDP FP detection. inhibition, % at 16.5 µM. ADP-ribosylation factor GTPase-activating protein 1 (Rattus norvegicus), Q62848. hit rate 0.26% among 360,000. AID 651572, 2012;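 active = inhibition above a per-plate limit, mean inhibition of low control wells plus 3 SD, cut at about 25% in these data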;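 also: 0% = DMSO wells with enzyme and 100% = wells lacking Arfgap1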
Target sequence (Q62848 1-136 limits assumed): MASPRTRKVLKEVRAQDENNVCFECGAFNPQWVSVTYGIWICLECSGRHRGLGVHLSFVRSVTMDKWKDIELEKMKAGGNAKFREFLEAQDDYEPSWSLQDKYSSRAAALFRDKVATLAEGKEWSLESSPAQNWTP
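Material: truncated rat Arfgap1 GAP domain; Incubation: compound-enzyme preincubation 20 min, reaction 120 min, detection 60 min, 25 °C; Read-out: percent inhibition of Arfgap1-stimulated GTP hydrolysis; Technique: FP, GDP Alexa 633 tracer displaced from anti-GDP antibody, 620/688 nm; Controls: No-Arfgap1 wells (100%) versus DMSO full-reaction wells (0%); Replication: single well per compound.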
SMARCA2 act: SMARCA2 (BRM) function activators, primary screen, cell-based, luminescence, high throughput | hit rate 1% among 370,000 | activation, % at 9.1 µM | AID 652017, 2013 | MG213 cells, MMTV-luciferase reporter, dexamethasone, overnight; in the data active = activation above about 7.8%;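 also: 0% = vehicle wells and 100% = reference activator wells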
ASAP1 GAP inh: inhibitors of human ASAP1 ArfGAP activity, primary screen, biochemical, fluorescence polarization; Arf-GAP with SH3 domain, ANK repeat and PH domain-containing protein 1 (Homo sapiens), …; ASAP1-stimulated ARF1 GTP hydrolysis, GDP FP detection; inhibition, % at 16.5 µM; hit rate 0.19% among 360,000; in the data active = inhibition above about 25%;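 also: 0% = vehicle with enzyme and substrate and 100% = no enzyme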
GC-B act: human GC-B receptor activators, primary screen, HEK293 GC-B cells, cGMP TR-FRET, EC30 CNP; Atrial natriuretic peptide receptor 2 (Homo sapiens), P20594; 0% at EC30 CNP, 100% saturating CNP; activation, % at 10 µM; hit rate 0.11% among 370,000; AID 1920062, 2024;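 active = activation at 10 µM reaching about 35% in either raw or pattern-adjusted values, limit read from the data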
mABHD4 FP: ABHD4 inhibitors, primary screen, biochemical, fluorescence polarization, mouse; (Lyso)-N-acylphosphatidylethanolamine lipase (Mus musculus), Q8VD66; purified mABHD4, FP-Rh probe fluorescence polarization; hit rate 0.54% among 370,000; inhibition, % at 8.92 µM;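 active = inhibition exceeding the mean over every tested compound plus 3 SD, cut at about 30% in these data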;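 also: 0% = plate median of compound wells and 100% = S159A mutant with DMSO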
Target sequence (Q8VD66 whole entry, looked up): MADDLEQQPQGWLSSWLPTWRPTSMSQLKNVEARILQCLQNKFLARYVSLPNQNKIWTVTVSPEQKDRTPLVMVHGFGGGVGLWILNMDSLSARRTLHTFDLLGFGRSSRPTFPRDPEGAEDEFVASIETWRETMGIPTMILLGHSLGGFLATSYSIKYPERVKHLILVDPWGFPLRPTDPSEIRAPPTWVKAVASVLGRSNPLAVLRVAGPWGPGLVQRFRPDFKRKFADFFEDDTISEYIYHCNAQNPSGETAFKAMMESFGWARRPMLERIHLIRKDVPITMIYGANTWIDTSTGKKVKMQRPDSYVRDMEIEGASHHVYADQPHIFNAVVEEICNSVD
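System: mouse ABHD4 enzyme, wild type / Medium: HEPES pH 7.0, NaCl, Pluronic buffer / Reagent: FP-Rh activity-based fluorescent probe / Control set: S159A mutant high control, sample median low control / Detection: fluorescence polarization with parallel and perpendicular emission, 525/598 nm / Schedule: 45 min + 60 min at 25 °C / Compound dosing: 8.92 µM, single dose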
Rev-erbA mod: modulators of Rev-erb alpha DNA binding, primary screen, biochemical, FITC-DNA, fluorescence polarization, uHTS. Nuclear receptor subfamily 1 group D member 1 (Homo sapiens), P20393. Rev-erbα–FITC-DNA binding, 90 min. activity, % at 10 µM. hit rate 0.79% among 370,000;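 active = activity above about 14%, limit read from the data; passing the limit was not always enough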;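 also: 0% = DMSO wells with 35 nM protein and 100% = DMSO wells with 750 nM protein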
Target sequence (P20393 whole entry, looked up): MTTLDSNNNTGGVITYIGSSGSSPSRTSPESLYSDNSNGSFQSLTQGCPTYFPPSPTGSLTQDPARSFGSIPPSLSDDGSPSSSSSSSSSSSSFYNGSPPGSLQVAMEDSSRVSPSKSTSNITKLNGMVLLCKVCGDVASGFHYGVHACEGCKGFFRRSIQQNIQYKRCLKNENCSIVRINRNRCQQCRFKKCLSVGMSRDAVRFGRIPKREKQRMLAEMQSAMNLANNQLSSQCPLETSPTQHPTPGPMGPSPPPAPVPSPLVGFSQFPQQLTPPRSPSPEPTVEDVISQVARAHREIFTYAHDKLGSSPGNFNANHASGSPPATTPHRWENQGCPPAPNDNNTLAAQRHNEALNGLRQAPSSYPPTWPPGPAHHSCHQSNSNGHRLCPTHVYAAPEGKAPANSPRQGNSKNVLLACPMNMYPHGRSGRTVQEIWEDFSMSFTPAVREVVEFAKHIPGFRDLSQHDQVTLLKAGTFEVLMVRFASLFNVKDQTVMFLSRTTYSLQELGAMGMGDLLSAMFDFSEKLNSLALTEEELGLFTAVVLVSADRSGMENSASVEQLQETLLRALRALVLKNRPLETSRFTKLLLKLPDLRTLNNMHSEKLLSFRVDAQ
GC-A act: GC-A stimulated cGMP production enhancers – HEK293 GC-A cells, cGMP TR-FRET, EC30 ANP, primary screen | Atrial natriuretic peptide receptor 1 (Homo sapiens), P16066 | 0% at EC30 ANP, 100% saturating ANP | activation, % at 10 µM | hit rate 0.14% among 370,000; in the data active = activation above about 40%
The depositor's hits bear a star; · = not tested or not shown; & = joins results of further samples.

SMILES	PG9 Ab binder	HTRA1 inh	rCAG RNA binder	ARFGAP1 inhibitor	SMARCA2 act	ASAP1 GAP inh	GC-B act	mABHD4 FP	Rev-erbA mod	GC-A act
COC(=O)N(NC(=O)C(O)(CCC(C)C)CCC(C)C)c1ccccc1	-0.7	1	-5	8	0	-11	3	-7	1	-1
Cc1cccc(NC(=O)c2nc[nH]c2C(=O)N2CCC(C)CC2)c1	-0.3	-11	-7	4	0	1	7	-2	-4	1
COc1cc(/C=N\NC(=O)c2cccc(Cl)c2)ccc1Oc1ccc([N+](=O)[O-])cn1	-0.5	-23	7	2	-1	-6	1	-11	1	-5
COc1ccccc1C1C(C(=O)NCc2ccccc2)=C(C)Nc2ncnn21 (configuration not stated)	0.4	-3	6	-4	0	-9	2	1	-4	0
C=CC[C@H](CC(=O)NCCO)C(=O)N[C@H](COC(=O)[C@@H](CC=C)CC(=O)OC(C)(C)C)Cc1c[nH]c2ccccc12	2.3	-5	-3	-10	1	3	1	-15	3	0
COC(=O)[C@]12C[C@H](CC(=O)NCc3cccc(C(F)(F)F)c3)C(=O)N(Cc3ccco3)C1=C[C@H](C1CCCC1)O[C@@H]2C	·	·	-1	·	-3	·	-2	-12	-2	-14
COCCn1c(SCC(=O)Nc2nnc(C)s2)nnc1-c1ccncc1	-0.1	6	1	13	-3	3	-4	-1	-1	0
O=C(Cn1nnc2ccccc21)c1cccc([N+](=O)[O-])c1	-0.9	4	1	2	5	-6	8	-4	-3	3
N/C(=N\OC(=O)COc1ccccc1Cl)c1ccc(Cl)cc1	-0.2	-21	-2	0	4	10	-6	-28	5	1
CCC(=O)N1N=C(c2cccs2)CC1c1ccc(OC)cc1 (configuration not stated)	-1.3	-3	0	-14	2	-4	3	-8	-4	2
S=C(Nc1ccccc1I)OC1CCC12CCC(c1ccccc1)CC2 (configuration not stated)	·	·	·	·	·	·	-3	0	5	2
NS(=O)(=O)c1cccc(NC(=O)CSc2nc3nc(-c4cccs4)cc(C(F)(F)F)c3c(=O)[nH]2)c1	0.4	-25	50*	-13	3	-3	1	-37	4	1
O=C(NCCc1cccc(F)c1)C1CCCN(c2nc3ccccc3s2)C1 (configuration not stated)	-0.9	-5	-1	11	-2	5	7	-1	-1	-8
Cc1ccc(S(=O)(=O)N2CCOCC2)cc1C(=O)NC(=S)N1CC(C)CC(C)C1 (configuration not stated)	1.6	2	-5	3	-1	-2	3	-2	2	7
Cc1oc2cc(OCC(=O)O)ccc2c(=O)c1Oc1ccccc1	-2.9	10	1	4	5	7	1	-3	-2	3
CCN1C(=O)/C(=C\c2cccs2)C(C(=O)OC)=C1C	-3.7	-2	-6	-1	2	1	4	1	5	8
COc1ccc2[nH]c(C(=O)N3CCN(C)CC3)c(C)c2c1	-2.8	9	1	6	-2	-10	0	-3	-2	5
CCOC(=O)c1ccc(COC(=O)c2cc(=O)[nH]c3ccccc23)o1	-3.3	-10	1	1	0	1	1	-9	-4	5
COCCCNC(=O)CC(NCCCOC)C(=O)O (configuration not stated)	-0.9	1	-1	-6	-2	-1	-1	8	3	0
NNc1ccc2nnc(C(F)(F)C(F)(F)C(F)(F)F)n2n1	-1.6	5	-2	-4	-4	4	2	-1	3	3
O=C(COc1ccc(Cl)cc1)Nc1cnn(Cc2c(Cl)cccc2Cl)c1	-0.5	5	3	-1	-2	12	14	-6	2	9
CC1(C)OC2CC3C4CC=C5CC(O)CCC5(C)C4CCC3(C)C2(C(=O)CO)O1 (configuration not stated)	-0.7	1	-1	-4	-2	-5	1	-9	-1	-4
O=C(O)c1c(Cl)cccc1Cl	-1.3	2	2	3	1	-3	-3	5	-2	5
Cc1ccc(N2C(=O)N(c3ccc(C)cc3)C3CS(=O)(=O)CC32)cc1 (configuration not stated)	-2.4	-5	2	0	1	-4	2	-7	11	-2
CCCCn1nnnc1C(c1cc2ccccc2o1)N1CCCN(C(=O)OC(C)(C)C)CC1 (configuration not stated)	0.2	·	-1	-10	2	5	-1	-5	0	-4
COCCN(C[C@@H]1[C@H](c2ccccc2)[C@H](CO)N1c1nc(C)c(C)s1)S(=O)(=O)c1ccccc1[N+](=O)[O-]	·	·	8	·	2	·	0	-1	7	-5
CNC(=S)NNC(=O)COc1ccccc1C	-1.4	-3	2	1	2	7	-6	5	-4	-1
CC[C@]12c3[nH]c4cc(-c5ccco5)ccc4c3CCN1C(=O)[C@@H](CC(=O)NCCN1CCOCC1)C[C@@H]2C(=O)N1CCN(C(=O)c2ccco2)CC1	-1.4	5	5	13	1	-4	3	1	-2	1
CCc1ccc(CCC(=O)Nc2ccc(OC)cc2)o1	-1.6	1	-2	6	4	-4	0	1	0	-4
CSc1sc2ccccc2[n+]1CCCS(=O)(=O)[O-]	0.9	-7	3	-11	0	-5	1	6	-4	-3

Three entries already listed, arranged by the value under ARFGAP1 inhibitor, largest number first:
| molecule | PG9 Ab binder | HTRA1 inh | ARFGAP1 inhibitor | SMARCA2 act | ASAP1 GAP inh | GC-B act | mABHD4 FP | Rev-erbA mod | GC-A act |
| --- | --- | --- | --- | --- | --- | --- | --- | --- | --- |
| Cc1oc2cc(OCC(=O)O)ccc2c(=O)c1Oc1ccccc1 | -2.9 | 10 | 4 | 5 | 7 | 1 | -3 | -2 | 3 |
| CCOC(=O)c1ccc(COC(=O)c2cc(=O)[nH]c3ccccc23)o1 | -3.3 | -10 | 1 | 0 | 1 | 1 | -9 | -4 | 5 |
| NNc1ccc2nnc(C(F)(F)C(F)(F)C(F)(F)F)n2n1 | -1.6 | 5 | -4 | -4 | 4 | 2 | -1 | 3 | 3 |

Following part.
SMILES	PG9 Ab binder	HTRA1 inh	rCAG RNA binder	ARFGAP1 inhibitor	SMARCA2 act	ASAP1 GAP inh	GC-B act	mABHD4 FP	Rev-erbA mod	GC-A act
COc1ccc(/C=C2/C(=O)ON=C2C)cc1Br	1.1	3	4	0	-2	5	15	5	5	32
Cc1[nH]nc(N=CC2=C(O)CC(C)(C)CC2=O)c1-c1ccc(Cl)cc1	1.6&-1.2	0	0&-2	-1&17	-2&0	14&10	-7&-8	6&-1	3&5	-2&1
CCC1CCc2sc(C(=O)N(C)CC(=O)Nc3cccc(OC)c3)cc2C1 (configuration not stated)	1.7	-56	4	7	-3	-9	1	-8	5	-2
O=C(CSc1nnc(SCc2ccc(Cl)cc2)s1)N1CCN(C(=O)c2ccco2)CC1	0.5	1	0	13	0	10	3	2	5	-1
COC(=O)c1ccc(NC(=O)COc2ccc(S(=O)(=O)NC(C)C)cc2)cc1	-1.5	-3	2	9	-4	-4	-1	-4	-2	1
CCN(CCS(=O)(=O)c1ccc(Br)cc1)Cc1nc2ccccc2c(=O)[nH]1	0.6	-7	-1	4	-1	-15	1	-1	1	-5
COc1cccc(CN2CCC(C(=O)Nc3ccc(Oc4cccnc4)cc3)CC2)c1	-1.4	0	-8	10	3	10	-1	1	11	-1
CCCCS(=O)(=O)N1CCN(S(=O)(=O)c2cccs2)CC1	-1.5	-4	-2	-4	-2	9	2	4	2	0
Cc1[nH]c(C)c(S(=O)(=O)N(C)Cc2ccccc2)c1C(=O)N1CCCCC1	0.1	6	-3	-18	-2	-5	-2	-1	-1	-2
Cc1ccc(NC(=O)COC(=O)C2CCC2)cc1S(=O)(=O)N1CCCCC1	1.6	-2	-2	3	-2	-3	-1	0	-1	4
O=C(O)CN1C(=O)/C(=C\c2cccc(OCc3ccccc3F)c2)SC1=S	-1.7	-39	84*	-16	4	-5	-6	-16	5	-1
Cc1cccc(NC(=O)c2c(C)nc3ccccn23)c1	-1.3	-5	-2	5	0	5	-4	3	-8	0
CCOc1ccc(NC(=O)CCCCn2c(=O)[nH]c3ccsc3c2=O)cc1	-1.4	-2	-5	6	1	-9	-6	-2	-1	1
Cc1ccc(S(=O)(=O)N2[C@H](CC(=O)c3ccccc3)OC[C@@H]2C)cc1	-0.2	·	0	-6	-4	-4	-2	3	0	0
Cc1ccc(N(C)S(=O)(=O)c2ccc(C)cc2)cc1	-2.5	-4	-2	-3	1	8	7	-5	-4	-2
O=C(CSc1nnc(-c2ccc(F)cc2)c2ccccc12)NCC1CCCO1 (configuration not stated)	0.1	-5	2	13	-3	1	2	-10	-8	-4
C/C(N)=C(/C#N)C(=O)COC(=O)CNS(=O)(=O)c1c(F)cccc1F	-4.0	2	-2	6	4	-17	3	-2	6	1
CC1C(=O)N(Cc2cn(CC3CCCCC3)nn2)CCS(=O)(=O)N1Cc1ccc(-c2cccc(N(C)C)c2)cc1 (configuration not stated)	-0.2	-1	13	8	-4	-4	-3	0	2	-3
COC(=O)c1oc2ccc(OC)cc2c1N	-0.9	9	0	-3	-2	6	-5	-9	-2	-3
C/C(=N/OCO/N=C(\C)c1ccccc1F)c1ccccc1F	-0.8	10	-1	-6	-3	9	-1	-7	8	1
O=C(c1ccc(Br)s1)N1CCN(c2ccccn2)CC1	-3.5	4	-2	-3	1	-1	-2	-4	-5	-3
COc1ccc(CCNC(=O)c2ccc3nc(N4CCCCC4)sc3c2)cc1OC	-1.9	-7	1	6	10*	7	-2	-3	-8	-1
COCCNC(=O)C(c1ccc(OC)cc1)N(CCOC)C(=O)CCC(=O)Nc1nccs1 (configuration not stated)	0.1	10	-2	3	-3	-1	6	-1	3	2
COc1cc(/C=N/NC(=O)c2ccoc2C)cc(OC)c1OC	-0.5	2	-3	7	4	16	7	7	-1	1
Cc1ccc(C(=O)COC(=O)c2cc(=O)[nH]c3ccccc23)cc1	1.4	-1	3	1	-2	11	-2	2	2	-2
C=CCC(NCCCO)c1cccc(OC)c1OC (configuration not stated)	-2.4	1	0	0	2	5	-10	-3	-3	3
COc1ccc(NS(=O)(=O)c2cccc(C(=O)NC3CCN(Cc4ccccc4)CC3)c2)cc1	-1.1	-5	-5	14	-3	-4	0	2	3	-2
Cc1cccc(NC(=O)CCNS(=O)(=O)c2cccc3nsnc23)c1C	1.3	-1	0	-1	-4	-5	-1	6	3	-2
Cn1nc(Cc2n[nH]c(=S)n2C)c2ccccc2c1=O	-0.1	12	-3	-9	-3	-5	-2	-2	5	4
CCCCNS(=O)(=O)c1ccc(NS(=O)(=O)c2c(C)cc(C)cc2C)cc1	2.5	-27	-2	7	-3	-9	1	-2	-5	1
NS(=O)(=O)c1ccc(Nc2nc(-c3ccc(F)cc3)cs2)cc1	-0.3	·	25	5	-2	0	-13	-12	0	-11
Cc1ccnc(SCC(=O)NC2CC2)n1	0.8	2	1	4	1	15	3	4	-1	0
NC(=O)C1CCN(CC(O)CSc2ccccc2)CC1 (configuration not stated)	-2.5	2	-2	11	1	-1	-1	5	-6	3
